Assay outcomes as filed in PubChem.
D2 antagonist – HTS Assay for Allosteric Antagonists of the Human D2 Dopamine Receptor: Primary Screen for Antagonists; D(2) dopamine receptor (Homo sapiens), P14416; HEK293 TREx D2 cells, calcium flux, dopamine EC80; inhibition, % at 10 µM; 2% of 340,000 active; in the data active = inhibition above about 30%; also: 0% is about no effect
Target sequence (P14416 whole entry, looked up): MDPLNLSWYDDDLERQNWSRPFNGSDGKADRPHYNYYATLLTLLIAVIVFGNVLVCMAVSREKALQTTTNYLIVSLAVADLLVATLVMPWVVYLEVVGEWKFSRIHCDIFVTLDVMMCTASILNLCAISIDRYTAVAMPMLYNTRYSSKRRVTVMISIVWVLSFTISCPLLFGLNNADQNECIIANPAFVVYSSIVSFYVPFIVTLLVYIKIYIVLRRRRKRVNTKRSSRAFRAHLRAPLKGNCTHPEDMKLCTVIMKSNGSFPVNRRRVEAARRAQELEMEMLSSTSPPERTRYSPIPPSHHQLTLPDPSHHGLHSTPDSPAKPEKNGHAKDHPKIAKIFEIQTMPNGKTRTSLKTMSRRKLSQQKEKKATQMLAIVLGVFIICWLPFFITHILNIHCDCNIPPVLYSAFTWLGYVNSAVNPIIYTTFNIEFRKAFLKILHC
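Dopamine at EC80 is the agonist stimulus; test compounds precede it by 180 s. Calcium flux read kinetically in a force-coupled, inducible HEK293 T-REx D2 cell line.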
TRHR enhancer – qHTS for Small Molecule Agonists and Allosteric Enhancers of Human TRH Receptor: Primary Screen for Enhancers; Thyrotropin-releasing hormone receptor (Homo sapiens), P34981; TRHR cells, fluo-8 calcium fluorescence, EC20 TRH enhancement; enhancement, % at 2 µM; 0.66% of 360,000 active; AID 493056, 2011; in the data active = enhancement above about 30%; also: 0% is about no effect
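Enhancer read-out: after compound pinning and an initial kinetic agonist-mode read, an EC20 of TRH (10 nM final) was injected and fluo-8 calcium signal (Ex 480/Em 530) followed at 1 s/cycle for 100 cycles in TRHR-expressing cells.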
D2 ag – HTS Assay for Allosteric Agonists of the Human D2 Dopamine Receptor: Primary Screen for Agonists. D(2) dopamine receptor (Homo sapiens), P14416. HEK293 T-REx D2 cells, calcium flux agonist mode. activation, % at 2 µM. 0.53% of 340,000 active;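 active = activation over 3 SD above normal in the single-dose calcium agonist read, cut at about 30% in these data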; also: 0% is about no effect
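Tetracycline-induced HEK293 T-REx cells with force-coupled D2 receptor, plated overnight at 30 C, loaded with no-wash calcium dye. After a 10 s baseline, compound was pin-added and calcium flux read kinetically for 180 s; calcium rises flagged agonists.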
IDH1 R132H inh – qHTS for Inhibitors of mutant isocitrate dehydrogenase 1 (IDH1): qHTS | IDH1-R132H enzyme, NADPH consumption, diaphorase/resazurin fluorescence | Isocitrate dehydrogenase [NADP] cytoplasmic (Homo sapiens), O75874 | 0.093% of 390,000 active | Potency, µM (titrated, usually from 76.6 µM), for inactives: at the top dose activity change, negative = inhibition, most hits filed as inhibitors; also: potency is read from the fitted curve at half-maximal effect; % is scaled to controls: 0 for no effect and ±100 for the full control effect; nearly all actives have a fitted effect of over 65% in size
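IDH1-R132H (0.5 ug/mL) preincubated 30 min with compound, then NADPH (0.016 mM) and alpha-KG (2 mM) added; 80 min at RT, pH 7.5. Remaining NADPH coupled via diaphorase/resazurin to fluorescence (540/590 nm); concentration-response curves normalized to no-enzyme control.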
Pin1 inhibitor – qHTS Assay to Find Inhibitors of Pin1; 0.009% of 390,000 active; Pin1 FP peptide displacement, HiFluor488, 10 min; Peptidyl-prolyl cis-trans isomerase NIMA-interacting 1 (Homo sapiens), Q13526; Potency, µM (doses to about 115 µM), for inactives: at the top dose activity, negative = inhibition, usual class: inhibitors; active = well fitted inhibition curve with a large enough effect in the polarisation, with a control signal flat, not every such curve was filed as active; inconclusive = small, poorly fitted or top-dose-only effect, or effect the other way, or a change in a side signal; inactive = no such curve, though single readings can be large or run the other way; the % refers to the polarisation; also: potency is read from the fitted curve at half-maximal effect; % is scaled to controls: 0 for no effect and ±100 for the full control effect
TrxR1 substrate – qHTS Assay for Substrates of Mammalian Selenoprotein Thioredoxin Reductase 1 (TrxR1): qHTS | Thioredoxin reductase 1, cytoplasmic (Rattus norvegicus), O89049 | purified TrxR1 substrate turnover, NADPH consumption readout | Potency, µM (titrated, usually from 114 µM), without a hit: top-dose activity change, negative = substrate turnover | 0.01% of 390,000 active | AID 588456, 2011; also: potency is read from the fitted curve at half-maximal effect; % is scaled to controls: 0 for no effect and ±100 for the full control effect; nearly all actives have a fitted effect of over 50% in size
Target sequence (O89049 whole entry, looked up): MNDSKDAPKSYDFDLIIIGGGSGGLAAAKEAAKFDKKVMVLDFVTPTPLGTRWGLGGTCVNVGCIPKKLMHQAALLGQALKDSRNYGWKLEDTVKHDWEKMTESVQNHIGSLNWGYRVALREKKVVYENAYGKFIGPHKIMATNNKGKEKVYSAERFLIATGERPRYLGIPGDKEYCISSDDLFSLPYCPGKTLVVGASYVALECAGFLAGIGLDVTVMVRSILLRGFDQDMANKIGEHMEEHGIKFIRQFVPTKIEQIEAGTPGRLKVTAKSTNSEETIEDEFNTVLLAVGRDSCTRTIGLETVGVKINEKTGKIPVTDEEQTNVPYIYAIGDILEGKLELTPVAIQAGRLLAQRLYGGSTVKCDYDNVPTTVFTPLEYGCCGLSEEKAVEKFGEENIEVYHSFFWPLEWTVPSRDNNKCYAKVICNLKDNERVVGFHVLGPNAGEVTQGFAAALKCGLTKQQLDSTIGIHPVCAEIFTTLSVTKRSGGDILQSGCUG
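Rat TrxR1, dispensed at 90 nM, was prereduced with 400 uM NADPH (final) for 5 min at ~22 deg C, then incubated with compound 15 min before 400 uM selenite. A first-read NADPH fluorescence drop versus no-compound background flagged substrates.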
rTrxR1 inhibitor – qHTS Assay for Inhibitors of Mammalian Selenoprotein Thioredoxin Reductase 1 (TrxR1): qHTS; recombinant rTrxR1, NADPH fluorescence consumption, selenite substrate; 1% of 390,000 active; Potency, µM (titrated, usually from 114 µM), for inactives: top-dose activity change, negative = inhibition, hits mostly inhibitors; Thioredoxin reductase 1, cytoplasmic (Rattus norvegicus), O89049; also: potency is read from the fitted curve at half-maximal effect; % is scaled to controls: 0 for no effect and ±100 for the full control effect; nearly all actives have a fitted effect of over 65% in size
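Rat TrxR1 (90 nM in the dispensed reagent) was pre-reduced with 400 uM NADPH for 5 min at room temperature, then incubated with compound for 15 min. After 400 uM selenite was added, NADPH fluorescence (Ex 340/Em 450 nm) was followed for 8 min.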
USP1-UAF1 inh – Inhibitors of USP1/UAF1: Primary Screen; recombinant USP1/UAF1, Ub-Rhodamine cleavage fluorescence; Potency, µM (doses to about 57.1 µM), inactives show at the highest dose activity change, negative = inhibition, actives largely listed as inhibitors; 0.23% of 390,000 active; AID 743255, 2014; also: potency is read from the fitted curve at half-maximal effect; % is scaled to controls: 0 for no effect and ±100 for the full control effect; nearly all actives have a fitted effect of over 60% in size; inactives centre near -12
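USP1/UAF1 complex (1 nM) preincubated 15 min at room temperature with compound, then Ub-Rho substrate (150 nM final) added. Kinetic fluorescence at 480/540 nm over 6 reads at 60 s intervals; 50 mM HEPES pH 7.8, 0.5 mM EDTA, 0.1 mg/ml BSA, 1 mM TCEP, 0.01% Tween-20.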
TRHR agonist – qHTS for Small Molecule Agonists and Allosteric Enhancers of Human TRH Receptor: Primary Screen for Agonists | activation, % at 2 µM | TRHR cells, calcium flux fluo-8, FDSS agonist mode | AID 493084, 2011 | 0.18% of 360,000 active; in the data active = activation above about 30%; also: 0% is about no effect
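In this calcium-flux screen, cells bearing human TRHR are dye-loaded with fluo-8, baselined for 10 cycles, then exposed to library compounds; positive kinetic calcium responses during the agonist phase mark hits, with TRH as control.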
* marks the source's active call; other numbers are inactive results; ? = inconclusive; nt = not tested or not shown; [ ] = another dose, or the depositor's remark. Unless noted, calls follow the shape of the dose curve; as a rule, active = well fitted inhibition curve with a large enough effect; inconclusive = small, poorly fitted or top-dose-only effect; inactive = no such curve, though single readings can be large or run the other way. This is a subset, so the mix of outcomes need not match the whole.

Values in the order: D2 antagonist	TRHR enhancer	D2 ag	IDH1 R132H inh	Pin1 inhibitor	TrxR1 substrate	rTrxR1 inhibitor	USP1-UAF1 inh	TRHR agonist
1	NC(C(=O)O)C(c1ccccc1)C(F)F (stereo not drawn)
  -12	-1	0.7	-3%	-2%	-2%	-4%	-6%	0.5
2	CCOC(=O)c1c(C)[nH]c(C(=O)OCC(=O)NC(C)C)c1C
  -1	4	-0.3	10%	0%	3%	12%	0%	0.4
3	CCCCn1c(CCNC(=O)CC)nc2ccccc21
  11	-5	-0.5	16%	0%	8%[57.1 µM]	-12%	-19%	-0.1
4	CCCCc1ccc(NC=C2C(=O)OC3(CCCCC3)OC2=O)cc1
  3	6	-0.4	0%	2%	26%	?	-10%	2.2
5	CCC(=O)OC1(C#CCOc2ccc(OC)cc2)CCN(C)CC1
  -18	1	0.5	8%	-3%	-4%	?	-5%	-0.2
6	COc1ccccc1-c1nnc2sc(C3CCCCC3)nn12
  -6	-1	1.0	2%	-3%	8%[57.1 µM]	1%[57.1 µM]	-6%	-1.9
7	CCOc1ccc(NC(=O)c2cc(=O)c3cc(CC)ccc3o2)cc1
  nt	3	-0.3	7%	15%	4%	17%	-26%	-0.1
8	O=C(COc1ccccc1)Nc1ncc2c(n1)CCCC2=O
  6	-6	-0.1	2%	?	8%[57.1 µM]	7%[57.1 µM]	3%	0.6
9	CCCOc1ccc(CN2CCOCC2)cc1OC
  4	3	0.9	-9%	-1%	7%	27%	-6%	0.4
10	COCC(=O)N1CCCC(C(=O)c2ccc(-c3ccccc3)cc2)C1 (stereo not drawn)
  5	-6	0.8	7%	-2%	-2%	17%	-16%	-0.8
11	COc1ccc(-n2nnc3c(SCC(=O)NCc4ccco4)ncnc32)cc1
  -7	-6	-0.1	9%	51%[activator]	11%[57.1 µM]	17%[57.1 µM]	-13%	-0.4
12	CCOc1ccccc1N(CC(=O)NCCOC)C(=O)CCC(=O)Nc1ccccn1
  18	1	2.2	-2%	-3%	0%	7%	-23%	-0.8
13	COc1ccc(CCN2C(=O)C3C4C=CC(C5CC45)C3C2=O)cc1OC (stereo not drawn)
  10	-1	-0.8	6%	-7%	5%[57.1 µM]	4%[57.1 µM]	-15%	0.1
14	O=C1C2C3c4ccccc4C(c4ccccc43)C2C(=O)N1Cc1ccco1 (stereo not drawn)
  -9	2	0.4	3%	0%	-7%[57.1 µM]	15%[57.1 µM]	-19%	-0.6
15	CCC(Sc1nnc(-c2ccco2)n1C)C(=O)Nc1nnc(C)s1 (stereo not drawn)
  -12	1	-0.2	0%	-7%	4%	4%	-15%	-0.4
16	CC1=CC(C)(C)N2C(=O)C3(SCC(=O)N3c3ccc(F)cc3)c3cc(C)cc1c32 (stereo not drawn)
  1	4	0.1	6%	-2%	-3%	25%	-17%	0.5
17	COC(=O)CN1C(=O)[C@H]2[C@@H](c3ccc(C)o3)N3C(=O)CN(Cc4ccccn4)C(=O)[C@@]3(Cc3ccccc3)[C@H]2C1=O
  17	-1	0.8	-8%	0%	0%[57.1 µM]	-26%[57.1 µM]	?	0.4
18	O=C(Nc1ccc(Cl)cc1Cl)C1CCCO1 (stereo not drawn)
  10	5	1.2	2%	-2%	-4%[57.1 µM]	-1%[57.1 µM]	-17%	-0.8
19	C1CNCCNCCCNCCNC1
  46*	-5	-0.6	nt	nt	nt	nt	nt	-0.6
20	CCCN(CCC)c1nc2ccccc2nc1C(C#N)C(=O)OC(C)COC (stereo not drawn)
  -3	-2	-0.7	2%	?	1%	-11%	-9%	-0.1
21	COc1cc(C2NC(=S)NC(C)=C2C(=O)Nc2cc(C)cc(C)c2)ccc1O (stereo not drawn)
  -4	-1	1.4	-10%	-9%	4%[57.1 µM]	17%[57.1 µM]	-13%	-0.2
22	COc1ccc(C(=O)NCN2CCN(c3ccccc3)CC2)cc1OC
  23	-4	64*	-1%	2%	1%	-8%	-8%	1.8
23	Cc1ccc(C(=O)Nc2c(C)n(C)n(-c3ccccc3)c2=O)cc1S(=O)(=O)N1CCOCC1
  nt	-5	nt	7%	-1%	11%[57.1 µM]	19%[57.1 µM]	3%	0.5
24	CC1CN(S(=O)(=O)c2cccc(C(=O)Nc3ccccc3N3CCCC3)c2)CC(C)O1 (stereo not drawn)
  3	-10	-1.0	2%	-8%	-4%	13%	-8%	-0.9
25	O=C(NCCOc1ccccc1)c1ccccc1[N+](=O)[O-]
  2	4	0.2	-3%	-3%	2%	15%	-11%	-0.2
26	CN(C(=O)c1cc2c(=O)n3ccccc3nc2s1)C1CCCCC1
  nt	nt	nt	0%	0%	188%[activator]	?	5%	nt
27	O=S1(=O)CSCS(=O)(=O)C1
  nt	nt	nt	-1%	-13%	7%[57.1 µM]	11%[57.1 µM]	-6%	nt
28	O=C(Nc1ccc(-c2nc3cccnc3s2)cc1)c1ccco1
  -7	11	0.3	-9%	?	22%[57.1 µM]	-12%[57.1 µM]	-12%	-0.7
29	O=C(NCCCn1ccnc1)c1cc(-c2ccccc2)on1
  8	6	0.3	8%	0%	-3%	5%	-20%	1.2
30	COc1ccc(-c2noc(CC(=O)N(C)c3cccc(C)c3)n2)cc1
  nt	-6	-0.3	13%	-8%	2%	17%	-3%	0.0

Sorted by value in D2 antagonist (highest first): some entries from above.
entry	Compound	D2 antagonist	TRHR enhancer	Pin1 inhibitor	TrxR1 substrate	rTrxR1 inhibitor	USP1-UAF1 inh	TRHR agonist
22	COc1ccc(C(=O)NCN2CCN(c3ccccc3)CC2)cc1OC	23	-4	2%	1%	-8%	-8%	1.8
12	CCOc1ccccc1N(CC(=O)NCCOC)C(=O)CCC(=O)Nc1ccccn1	18	1	-3%	0%	7%	-23%	-0.8
3	CCCCn1c(CCNC(=O)CC)nc2ccccc21	11	-5	0%	8%[57.1 µM]	-12%	-19%	-0.1
29	O=C(NCCCn1ccnc1)c1cc(-c2ccccc2)on1	8	6	0%	-3%	5%	-20%	1.2
10	COCC(=O)N1CCCC(C(=O)c2ccc(-c3ccccc3)cc2)C1 (stereo not drawn)	5	-6	-2%	-2%	17%	-16%	-0.8

Additional records follow:
Values in the order: D2 antagonist	TRHR enhancer	D2 ag	IDH1 R132H inh	Pin1 inhibitor	TrxR1 substrate	rTrxR1 inhibitor	USP1-UAF1 inh	TRHR agonist
31	COc1ccc2nc(SCC(=O)NC(C)(C)C)[nH]c2c1
  2	4	0.2	3%	-1%	9%	4%	-2%	0.1
32	CCOC(=O)C(Cc1ccccc1)C(=O)Nc1ccc(N(CC)CC)cc1 (stereo not drawn)
  4	1	-1.2	4%	-5%	-11%	-10%	-21%	-1.0
33	CCc1ccc(N(CC(=O)NCc2ccc(F)cc2)C(=O)c2csnn2)cc1
  1	0	0.6	-2%	-1%	-3%	9%	-11%	-0.4
34	COc1ccc(CCNC(=O)CNS(=O)(=O)c2ccc(F)c(Cl)c2)cc1OC
  23	1	0.9	-2%	-4%	-1%	24%	-14%	0.5
35	CCCCCCC(C)OC(=O)Nc1cccc2ccccc12 (stereo not drawn)
  -9	-4	1.1	7%	?	-2%	17%[57.1 µM]	-12%	-1.0
36	COc1ccc(-c2[nH]c(-c3ccc(F)cc3)nc2SCC(=O)Nc2ccc(OC)c(OC)c2)cc1
  nt	-1	-1.5	4%	-1%	0%	6%	-13%	0.2
37	Cc1ccc(NC(=O)COC(=O)CCc2c(C)nc3nc(N)nn3c2C)cc1C
  -6	-7	-1.7	-13%	20%	4%	19%	-14%	0.5
38	CN(Cc1ccc(Cl)c(Cl)c1)C(=O)c1ccccc1SCC(=O)N1CCCC1
  12	-7	2.3	5%	3%	2%	10%	-19%	0.2
39	Cc1nc(C(=O)N(C)C)nn1-c1ccc([N+](=O)[O-])cc1
  1	16	-0.4	10%	4%	1%[57.1 µM]	4%[57.1 µM]	-12%	0.9
40	CCOC(=O)NC(=O)/C(C#N)=C\c1ccccc1
  -5	7	0.3	1%	-6%	-21%[57.1 µM]	9%[57.1 µM]	?	0.4

Two records picked at random from the list so far:
Values in the order: D2 antagonist	TRHR enhancer	D2 ag	IDH1 R132H inh	Pin1 inhibitor	TrxR1 substrate	rTrxR1 inhibitor	USP1-UAF1 inh	TRHR agonist
36	COc1ccc(-c2[nH]c(-c3ccc(F)cc3)nc2SCC(=O)Nc2ccc(OC)c(OC)c2)cc1
  nt	-1	-1.5	4%	-1%	0%	6%	-13%	0.2
39	Cc1nc(C(=O)N(C)C)nn1-c1ccc([N+](=O)[O-])cc1
  1	16	-0.4	10%	4%	1%[57.1 µM]	4%[57.1 µM]	-12%	0.9
